# PKA-R1A act – PKA-R1A complex activation. P00514+P68181. PKA-R1A dissociation, Cy5-IP20 fluorescence polarization; scaled: DMSO 0%, 113 µM cGMP 100%. activation, % at 11.4 µM. 340,000 compounds, 0.083% hits;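 active = percent activation above the mean of all tested compounds plus 3 SD, cut at about 19% in these data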;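 note: higher means more PKAc released from R1A so a rise in polarization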
# dFosB activator – activators of mouse delta FosB homodimer; purified delta FosB, TAMRA-CDK5 oligo fluorescence polarization; percent of positive-control signal above neutral wells; activation, % at 25 µM; 340,000 compounds, 0.99% hits;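 active = mean activation above about 17%, with every replicate also reaching it, limit read from the data, passing the limit was not always enough; inconclusive = only one of the two conditions met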;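 note: fluorescence polarization rise as delta FosB binds a TAMRA Cdk5 AP-1 oligo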
# Target sequence (P13346 whole entry, looked up): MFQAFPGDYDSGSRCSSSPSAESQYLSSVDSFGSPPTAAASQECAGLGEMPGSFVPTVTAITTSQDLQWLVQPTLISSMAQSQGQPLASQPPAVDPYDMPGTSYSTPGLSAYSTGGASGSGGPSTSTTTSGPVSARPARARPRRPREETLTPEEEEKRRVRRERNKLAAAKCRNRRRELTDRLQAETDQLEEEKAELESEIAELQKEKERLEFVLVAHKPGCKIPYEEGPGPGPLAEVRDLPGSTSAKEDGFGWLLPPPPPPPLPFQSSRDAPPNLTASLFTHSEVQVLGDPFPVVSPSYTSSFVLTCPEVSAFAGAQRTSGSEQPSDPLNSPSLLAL
# Mot1-301 SUMO – inhibitors of SUMOylation pathway: yeast Mot1-301 growth rescue; S. cerevisiae Mot1-301 growth rescue, ATP luminescence, 38.5C; percent above DMSO median, 100 means doubled; growth rescue, % at 18.8 µM; 320,000 compounds, 1% hits;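 active = every valid replicate shows activation above 250% relative to neutral control wells; inactive = the rest, any valid replicate at or below 250%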;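 note: OY570 slx delta 5 strain wells were the positive control but not used for scaling; some compounds called inactive have numbers as strong as hits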
# Arrestin-AP2 inh – human beta-arrestin and AP2 interaction inhibition | 340,000 compounds, 0.31% hits | FITC-arrestin peptide / GST-AP2 beads, flow cytometry; AP2 beta2 appendage carries R879A mutation | inhibition, % at 10 µM | AID 504490;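 active = inhibition above a set limit, near 3 SD of compounds lacking own fluorescence, cut at about 54% in these data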;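 note: plate controls were DMSO wells for no effect and 5 µM unlabelled arrestin peptide for full effect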
#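 System: GST-AP2 R879A glutathione beads | Also added: FITC-arrestin peptide, 50 nM | Times: 12 min plus 1 h, RT | Signal: Bead flow cytometry, FITC channel | Buffer or medium: PBS with 0.05% Tween 20 and 0.1% BSA | Read-out basis: Percent drop in bead-associated FITC signal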
# SR-BI HDL uptake – blocks mouse SR-BI lipid uptake from DiI-HDL | Q61009 | ldlA[mSR-BI] CHO cells, DiI-HDL uptake fluorescence, 3 h | inhibition, % at 12.5 µM | 320,000 compounds, 0.96% hits | AID 488896;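 active = mean replicate inhibition of at least 70% and a set share of replicates each scoring 70 or more; inconclusive = meets just one of the two criteria; inactive = fails both criteria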;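 note: 0% = median of neutral control wells and 100% = median of positive control wells; values of inactives mirror those of a sister screen read the other way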
# MITF TRPM1 HTS – increases MITF-driven TRPM1 promoter luciferase signal; SK-MEL-5 TRPM1-promoter luciferase, 24 h; % of positive control, neutral wells = 0; 300,000 compounds, 0.75% hits; activation, % at 12.5 µM;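 active = mean activation of at least 80% with every replicate also reaching 80%; inconclusive = mean reaches 80% but some replicate falls short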;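 note: 0% = neutral control wells and 100% = parthenolide positive control wells; values of inactives mirror those of a sister screen read the other way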
# CDK5 p35 inh – blocks human CDK5/p35 kinase activity. Q00535+Q15078. inhibition, % at 10 µM. AID 488839. 330,000 compounds, 0.01% hits. Recombinant CDK5/p35, ADP-Glo luminescence, 60 min;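 active = highest replicate inhibition of at least 50% and at least 75% of replicates reaching 50%; inconclusive = only one of the two criteria met; inactive = both criteria failed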;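 note: plate controls were DMSO neutral control for no effect and GW8510 at 10 µM for full effect; many of its hits are not listed in these tables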
# PKA-R2B act – PKA-R2B complex activation | P22694+P31323 | PKA-R2B holoenzyme dissociation, Cy5-IP20 fluorescence polarization; R2B truncated from residue 108, S112A mutant; 0% DMSO only, 100% 113 µM cGMP | activation, % at 11.4 µM | 340,000 compounds, 0.079% hits;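 active = activation above a cutoff set at the mean over all compounds plus 3 SD, cut at about 18% in these data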;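 note: higher means more holoenzyme dissociation and a rise in polarization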
# Target sequence (P31323 whole entry, looked up, other chains not shown, the tested form may be a part): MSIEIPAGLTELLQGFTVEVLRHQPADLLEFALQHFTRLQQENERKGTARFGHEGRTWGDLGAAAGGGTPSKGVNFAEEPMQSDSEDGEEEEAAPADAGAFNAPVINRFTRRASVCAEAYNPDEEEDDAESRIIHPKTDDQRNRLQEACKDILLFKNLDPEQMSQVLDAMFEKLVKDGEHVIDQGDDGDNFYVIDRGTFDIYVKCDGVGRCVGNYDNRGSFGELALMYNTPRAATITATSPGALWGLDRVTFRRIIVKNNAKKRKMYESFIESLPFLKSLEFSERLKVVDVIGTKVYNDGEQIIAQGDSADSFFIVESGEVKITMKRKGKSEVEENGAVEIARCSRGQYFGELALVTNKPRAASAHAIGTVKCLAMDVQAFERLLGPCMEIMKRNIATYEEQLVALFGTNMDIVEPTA
# DSG3 Ab inh – blocks pemphigus antibody binding to human desmoglein-3; P32926; DSG3-coupled beads, scFv-anti-DSG3-GFP binding, flow cytometry; active compounds read low; binding (percent of control), % at 10 µM; 310,000 compounds, 0.48% hits; AID 588358;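 active = binding more than 3 SD below its plate's average and above zero; inconclusive = below that plate limit but binding exactly zero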;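 note: hits lower antibody fragment binding to DSG3; some compounds called inactive have numbers as strong as hits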
# SR-BI uptake up – enhances SR-BI lipid uptake from DiI-HDL; CHO ldlA[mSR-BI] cells, DiI-HDL uptake fluorescence, 3 h; 100 = double the neutral-control signal; activation, % at 12.5 µM; 320,000 compounds, 0.096% hits; AID 504775;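 active = mean replicate activation of at least 60% and every replicate at or above 60%; inconclusive = mean or all-replicate condition met, but not both; inactive = mean below 60% and not all replicates reaching 60%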;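 note: 0% = median plate neutral-control signal and 100% = twice that signal; values of inactives mirror those of a sister screen read the other way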
#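 Material – SR-BI-overexpressing, LDLR-lacking CHO cells · Medium – BSA-supplemented, HEPES-buffered Ham's F12, pH 7.4 · Doses – single concentration · Times – compound with DiI-HDL co-incubation, 3 h at 37 °C · Measured by – bottom-read fluorescence, 550/595 nm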
# NSD2 inh – NSD2 (human) methyltransferase inhibition | O96028 | 310,000 compounds, 0.54% hits | inhibition, % at 12.5 µM | AID 743445 | NSD2 peptide methylation, AlphaScreen, 120 min; in the data active = inhibition above about 50%
# Active calls of the source: *; ? = inconclusive; nt = no result given.
SMILES,PKA-R1A act,dFosB activator,Mot1-301 SUMO,Arrestin-AP2 inh,SR-BI HDL uptake,MITF TRPM1 HTS,CDK5 p35 inh,PKA-R2B act,DSG3 Ab inh,SR-BI uptake up,NSD2 inh
COc1ccccc1CN(C)C(=O)C1COc2ccccc2O1 (centres undefined),-16,7,-21,-11,12,nt,-1.7,-6,nt,-12,1
Cn1nc(-c2ccc(C(=O)Nc3ccc(F)cc3)cc2)c2ccccc2c1=O,nt,51*,14,16,?,-2,3.4,nt,nt,-74,1
COC(=O)c1ccccc1NC(=S)NC(=O)c1ccccc1F,-19,-1,6,46,22,4,1.2,-12,126,-22,-2
Cc1c(NC(=O)c2cccc(NC(=O)Cc3ccc(Cl)cc3)c2)c(=O)n(-c2ccccc2)n1C,2,-12,2,27,-24,4,0.2,-7,105,nt,1
CN(C)S(=O)(=O)c1ccc(Cl)c(NC(=O)COC(=O)c2ccc(O)cc2)c1,1,-7,11,26,7,2,0.7,-7,95,-7,1
Cc1cc(-c2ccccc2)c2c(=O)[nH][nH]c2n1,1,3,-37,-6,-21,16,-0.5,-1,121,21,0
COc1ccc(-n2c(N)c(C(=O)NCc3ccco3)sc2=S)cc1,0,-3,-4,-1,7,-8,0.3,1,97,-7,14
COc1ccc(CCNC(=O)c2ccc(S(=O)(=O)N(C)c3ccccc3)cc2)cc1OC,-4,-10,-3,-2,nt,-6,-0.4,1,nt,nt,0
CCc1ccc(N2C(=O)C(Cl)=C(N3CCCCCC3)C2=O)cc1,1,-9,-23,-18,24,10,-0.6,-10,nt,-24,2
COC(=O)[C@]1(C)N[C@H](CN(C)C(=O)COc2ccccc2)[C@@H]2C(=O)N(C)C(=O)[C@@H]21,0,-7,nt,12,0,4,3.0,0,101,0,nt
CCCSc1nnc(CNC(=O)C23CC4CC(CC(C4)C2)C3)n1Cc1ccccc1,1,-12,13,-16,-5,-14,-1.0,-4,102,5,7
COc1ccc(C(=O)NCCONC(=O)c2ccc(OC)cc2)cc1,0,-1,-10,-7,-26,11,1.8,5,89,26,0
O=[N+]([O-])c1cc(/C=N/Nc2nc(N3CCCCC3)nc(N3CCCCC3)n2)ccc1O,2,-2,-13,14,19,2,1.3,-5,94,-19,12
CN(C)C(=O)N1CCC(C(=O)NCc2ccccc2)CC1,-8,-6,7,24,-16,9,-0.1,-5,104,16,1
CC(=O)c1ccc(NC(=O)CSc2nnc(NC(=O)CN3CCOCC3)s2)cc1,3,-1,-13,-2,-16,5,-0.2,7,103,16,nt
COc1cc2cc(Oc3ccc4ccc(=O)oc4c3)c(=O)oc2cc1OC(=O)/C=C/c1ccccc1,-4,2,20,2,12,-6,1.1,-5,92,-12,nt
Cc1ccc(-c2csc3ncn(CC(N)=O)c(=O)c23)cc1C,-5,-2,-12,5,-37,-10,-0.5,-12,98,37,-2
NS(=O)(=O)c1ccc(NC(=O)COC(=O)CCc2nc3ccccc3c(=O)[nH]2)cc1,-3,-1,1,-5,-7,-6,1.1,-8,nt,7,-1
O=C(CSc1ncccn1)NC(=O)NCc1ccco1,-3,-5,65,-24,-39,-12,1.0,-2,98,39,3
O=C(NCc1cccs1)c1ccccc1[N+](=O)[O-],-2,4,1,0,-13,-6,-1.3,-10,nt,13,0
CN(C)N1C(N)=C(C#N)C(c2cccs2)C2=C1CC(C)(C)CC2=O (centres undefined),nt,-3,-3,9,-19,2,0.2,nt,nt,19,-2
COc1ccccc1NC(=O)CCc1nc2sc3c(c2c(=O)[nH]1)CCCC3,2,1,-4,-3,-9,-4,-1.8,-16,93,9,3
CC1=C(C(=O)OCc2ccccc2)C(c2ccc([N+](=O)[O-])cc2)NC(=O)N1C (centres undefined),-11,-14,11,-6,10,nt,-0.1,-12,116,-10,1
CC(=O)Nc1ccc2c(CN3C(=O)NC(C)(c4ccc(C)cc4)C3=O)cc(=O)oc2c1 (centres undefined),-6,-14,-8,31,13,-1,0.5,-3,92,-13,0
O=C(CSc1ccccc1)NC1CCCCCCC1,1,-3,26,0,-7,32,-3.6,-3,nt,7,-6
CCOC(=O)c1c(C)n(C)c2c(C)cc(O)c(OC(=O)CC)c12,3,-12,126,-4,-5,15,1.0,-5,nt,5,-1
Cn1c2ccccc2c2cc(/C=C(\NC(=O)c3ccccc3)C(=O)NCC(=O)O)ccc21,6,-2,72,32,nt,-9,0.8,-4,92,nt,5
O=C(CSc1nnc(-c2ccc(F)cc2)c2ccccc12)Nc1cccc(Cl)c1,-4,3,0,47,55,-2,-0.7,-1,91,-55,-2
CC(C)CNC(=O)c1cccc(NC(=O)c2ccc3c(c2)C(=O)N(C)C3=O)c1,-2,-6,48,-7,81*,nt,0.9,-4,109,-81,4
O=C(O)CCCC(=O)N1CCc2cc(S(=O)(=O)NCc3ccccc3)ccc21,-3,-3,165,8,-4,-3,1.6,2,105,4,1
OC1(c2ccccc2)CN(c2ccccc2)C2=[N+]1CCS2 (centres undefined),0,-1,16,nt,0,-1,-0.1,11,100,0,-1
CC(C)C[C@H](CO)Nc1nc(Nc2cccc(Cl)c2)c2ncn(C(C)C)c2n1,-11,-3,175,5,-16,nt,22,-12,100,16,nt
COc1ccc(-c2nn(Cc3ccccc3)cc2C(=O)N2CCN(c3ncccn3)CC2)cc1OC,-14,-14,4,9,-7,-5,-0.2,-4,nt,7,0
CC(=O)NC(=S)Nc1ccc(NC(=S)NC(=O)c2cccs2)cc1,-5,37*,-15,-15,4,7,-0.5,-6,99,-4,-1
COc1ccccc1N(CC(=O)N1CCC(C(N)=O)CC1)S(=O)(=O)c1ccccc1,0,-6,12,20,-8,2,2.5,-8,94,8,-4
Cc1nc(NC(=O)C2CC2)sc1C(=O)NC1CCCCC1,nt,-3,-7,-9,10,6,0.0,nt,nt,-10,-1
O=C(Cc1ccccc1)Nc1ccc(Br)c(Cl)c1,1,8,49,-2,-13,0,-1.4,-4,nt,13,0
CCCc1[nH]nc2c1C(c1cn[nH]c1-c1ccc(F)cc1)C(C#N)=C(N)O2 (centres undefined),11,-5,-2,-2,-15,-60,0.6,0,99,15,nt
CC(NC(=O)N1CCOCC1)c1ccccc1 (centres undefined),9,1,-8,-10,-33,-13,-0.6,6,104,33,-3
CCC(C)NC(=O)CCCc1ccccc1 (centres undefined),4,2,-5,-6,-14,16,-0.2,-10,nt,14,0
O=C(OCC(=O)N1CCCC1)c1ccc(NS(=O)(=O)c2cccs2)cc1O,-10,-2,2,-15,-12,-6,-0.3,2,103,12,-1
COC(=O)c1ccc(Cl)c(NC(=O)CN2CCN(C)CC2)c1,-1,1,nt,0,-18,-2,0.3,4,105,18,1
O=[N+]([O-])c1ccc(-c2ncc(-c3ccc(Br)cc3)o2)cc1,3,-4,-10,-1,12,53,-0.2,-6,108,-12,-2
CC(c1ccccc1)n1c(S(=O)(=O)O)nc2ccccc21 (centres undefined),-13,-2,3,7,-35,-8,-2.1,2,106,35,-5
Cc1ccc(CNS(=O)(=O)c2ccc(-c3cnc(C4CC4)o3)cc2)cc1,-6,1,75,-3,-26,-2,2.0,2,103,26,5
CCN1C(=O)N(c2ccc(C(C)=O)cc2)S(=O)(=O)c2ccccc21,4,-6,10,2,29,-4,0.4,7,101,-29,-2
COC(=O)c1ccc(NC(=O)c2ccc3nccnc3c2)cc1,-4,2,13,-3,nt,12,-2.3,7,108,nt,2
COc1ccc(Cc2nnc(NC(=O)c3ccc(OC)c(OC)c3)s2)cc1OC,-8,-23,-8,17,17,1,0.3,7,106,-17,3
COc1ccccc1-c1ccc(SCC(=O)NCc2ccc3c(c2)OCO3)nn1,-8,-4,11,-10,-1,-1,0.0,5,99,1,2
O=C(CN1C(=O)c2ccccc2S1(=O)=O)NCCSCc1cccc(Cl)c1,-3,-3,-1,6,3,1,2.6,-6,nt,-3,-3
COc1ccc(-c2sc(Nc3ccccc3)n[n+]2-c2ccc(F)cc2)c(C)c1C,-5,0,-16,22,15,10,-1.4,-9,107,-15,nt
COc1cccc(NC(=S)N(CCN(C)C)Cc2cccs2)c1,7,-9,579,23,-12,-3,-0.9,6,103,12,2
CCCCN1C(=O)CCC(C(=O)O)C1c1ccc(OC)cc1 (centres undefined),-9,-2,-18,1,-41,10,-7.4,-8,109,41,-1
CC(COc1ccc(C(C)C)cc1)NC(=O)c1ccc(Br)o1 (centres undefined),2,-10,19,-1,-9,-4,-4.1,-10,nt,9,11
Cc1nn(C)c(C)c1/C=N/NC(=O)CCn1cc([N+](=O)[O-])cn1,2,0,15,11,-1,4,-1.7,-6,122,1,-1
O=C(Cc1ccccc1)Nc1cccc(-c2nc3ncccc3o2)c1,-10,-31,15,-1,13,26,-3.3,0,69,-13,3
Cc1nc2ccc(NS(=O)(=O)c3c(F)cccc3F)cc2s1,11,-9,17,5,-5,-7,-1.0,8,88,5,-5
Cc1ccc(NC(=O)CCC(=O)O)cc1F,-12,3,18,-2,-9,-9,-1.6,-9,101,9,-3
CN(C)CC/C=C1\c2cc(F)ccc2CSc2ccccc21,-4,2,nt,-5,-31,34,nt,-1,95,31,15
Cc1cccc(NC2=C(NCCO)C(=O)c3ccccc3C2=O)c1,11,-10,3,18,-9,-22,1.6,1,102,9,41
O=C(CSc1nc(Nc2ccccc2)nc(N2CCOCC2)n1)Nc1cc(Cl)ccc1O,-6,-4,-8,-12,?,-12,-0.9,-9,106,-70,-1
COc1ccc(OC)c(N(CC(=O)N2CCCC2)S(=O)(=O)c2ccc(OC)c(OC)c2)c1,-1,2,5,30,-13,8,-1.4,-11,85,13,5
COc1ccc(OC)c(C2NC(=O)c3sc(=S)n(-c4ccccc4)c3N2)c1 (centres undefined),-11,-11,100,10,-2,-10,-1.7,-5,92,2,3

# Assay outcomes from PubChem BioAssay.
